Compound activity (PubChem)
S1P3 agonist: S1P3 (human) receptor agonism | Q99500 | S1P3 NFAT-BLA reporter cells, FRET ratio; relative to 1 µM S1P, basal subtracted | activation, % at 4.5 µM | 60,000 tested, 0.1% active;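 active means activation above the screen-wide mean plus 3 SD, cut at about 4.5% in these data, passing the limit was not always enough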; further: some compounds called inactive have numbers as strong as hits
Target sequence (Q99500 whole entry, looked up): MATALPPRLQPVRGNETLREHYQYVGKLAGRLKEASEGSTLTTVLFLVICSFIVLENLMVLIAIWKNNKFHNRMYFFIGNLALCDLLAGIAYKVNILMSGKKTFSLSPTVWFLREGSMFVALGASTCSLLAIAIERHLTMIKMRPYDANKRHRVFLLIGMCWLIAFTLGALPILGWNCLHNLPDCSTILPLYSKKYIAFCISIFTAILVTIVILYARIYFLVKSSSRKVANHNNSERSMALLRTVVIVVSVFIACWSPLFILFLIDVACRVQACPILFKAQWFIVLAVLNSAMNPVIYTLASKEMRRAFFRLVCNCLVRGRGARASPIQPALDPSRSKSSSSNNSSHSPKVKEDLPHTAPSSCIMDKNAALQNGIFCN
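Assay system: CHO cells stably expressing human S1P3, Gα16 and NFAT-β-lactamase reporter. Timing: overnight plating, 4 h compound 37 °C, 2 h substrate RT. Signal: β-lactamase FRET emission ratio 460/535 nm. Measure: percent activation versus median 1 µM S1P response, basal-subtracted, per plate. Repeats: primary screen single test, confirmation screen in triplicate.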
MMP-13 inhibitor: MMP13 (human) collagenase inhibition. P45452. MMP-13 fTHP FRET cleavage, Mca fluorescence. inhibition, % at 4 µM. 65,000 tested, 0.07% active;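 active means inhibition above the mean of compound-free control plate wells plus 3 SD, cut at about 14% in these data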;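 further: 0% = DMSO wells and 100% = wells with reference MMP-13 inhibitor after basal subtraction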
A340 absorber: compounds absorbing at 340 nm; fold change at 10 µM; 65,000 tested, under 10 active; AID 708; compound absorbance at 340 nm, fold over control;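 active means at 10 µM dose, initial 340 nm absorbance at least 2 fold that of control wells; inactive means change under 2 fold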;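 further: initial absorbance extrapolated from kinetic A340 decline of NADH oxidation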
HTR1E agonist: agonists of human 5-HT1E serotonin receptor | P28566 | CHO 5-HT1E Ga15 NFAT-bla reporter, FRET; 0% DMSO wells, 100% control agonist wells | activation, % at 6 µM | 65,000 tested, 0.69% active;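 active means activation above a set limit, the screen-wide mean activation plus 3 SD, cut at about 8.5% in these data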;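 further: 100% = positive control agonist at 1 µM giving full maximal response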
Target sequence (P28566 whole entry, looked up): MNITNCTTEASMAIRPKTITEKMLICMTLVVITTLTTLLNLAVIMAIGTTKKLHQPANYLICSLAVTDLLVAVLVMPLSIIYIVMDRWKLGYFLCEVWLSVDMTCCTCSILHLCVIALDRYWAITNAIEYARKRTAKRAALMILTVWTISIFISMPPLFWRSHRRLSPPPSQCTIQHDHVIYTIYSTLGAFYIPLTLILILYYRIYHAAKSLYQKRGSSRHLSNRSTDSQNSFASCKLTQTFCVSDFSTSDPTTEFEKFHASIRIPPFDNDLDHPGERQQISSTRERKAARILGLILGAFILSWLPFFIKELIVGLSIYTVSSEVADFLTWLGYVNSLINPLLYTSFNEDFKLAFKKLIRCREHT
Autofluor 339: intrinsic fluorescence of library compounds, ex339/em460 – biochemical, MLSMR library, data from DPM-DC assay, artefact control, profiling panel. compound autofluorescence, ex339/em460 nm, NADH buffer; hits give high values; 1 = no-compound wells, NADH background. fluorescence fold increase at 10 µM. 65,000 tested, 5.5% active;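 active means at 10 µM, mean starting fluorescence two-fold or more over control wells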;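 further: signal is the first read of a kinetic run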
S1P1 ag pot: activates or potentiates agonism at human S1P1 receptor; P21453; S1P1 CRE-bla cells, forskolin, beta-lactamase FRET, potentiator mode; S1P1 agonist co-added at EC20, 2 nM; 100% = saturating reference agonist, 0% = basal; activation, % at 9.5 µM; 56,000 tested, 0.57% active; AID 449;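 active means activation above a cutoff set at the mean activation of all tested compounds plus 3 SD, cut at about 54% in these data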;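 further: forskolin at 4 µM as EC80 and the EC20 agonist is SEW2871; 100% = SEW2871 at its EC100 plus forskolin at EC80; some compounds past the cut are filed as inactive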
5HT1E antag: antagonists of human 5-HT1E serotonin receptor | P28566 | CHO 5-HT1E Ga15 NFAT-bla reporter, FRET, antagonist | inhibition, % at 6 µM | 65,000 tested, 0.99% active | AID 571;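 active means inhibition above a set limit, the mean inhibition across every tested compound plus 3 SD, cut at about 29% in these data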;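 further: signal is the 460 over 535 nm emission ratio of beta-lactamase substrate; 0% = agonist plus DMSO wells and 100% = wells without agonist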
5-HT1A blocker: antagonists of human 5-HT1a serotonin receptor; inhibition, % at 10 µM; CHO 5-HT1a Ga15 NFAT-bla reporter, antagonist mode; 62,000 tested, 0.68% active;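 active means inhibition above the mean of all tested compounds plus 3 SD, cut at about 43% in these data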;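 further: receptor stimulated by 5-CT agonist at 100 nM near EC80; beta-lactamase reporter measured by ratiometric fluorescence of a cleavable substrate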
Her2 expr inh: lowers expression of human Her2 kinase | P04626 | SKBR-3 HER2 protein level, AlphaScreen, 18-24 h; hits give low values | HER2 level % of control, % at 10 µM | 65,000 tested, 0.69% active | AID 645;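 active means HER2 level under 5% of the carrier-only control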;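 further: 100% = DMSO carrier and 0% = 500 nM PU-H71 HSP90 inhibitor; lower value means stronger loss of Her2 protein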
Active calls of the source: *; . = not tested or not shown.

The line under a structure holds: S1P1 ag pot, 5HT1E antag, Her2 expr inh, HTR1E agonist, A340 absorber, Autofluor 339, MMP-13 inhibitor, S1P3 agonist, 5-HT1A blocker
(1) CCCN1C2CCCC1CC(NC(=O)Nc1cccc(C(C)=O)c1)C2 (configuration not stated)
 : 5, -2, 103, 0.5, 0.97, 1.1, 2, -0.2, -2
(2) COCC(=O)Nc1sc2c(c1C(=O)OC)CCC(C)C2 (configuration not stated)
 : 14, 8, 121, -1.0, 0.98, 1.1, -15, -0.3, 4
(3) CC(=O)Nc1ccccc1OCC(=O)c1cc(C)n(Cc2cccs2)c1C
 : 110*, 5, 69, 0.0, 1, 1, -2, -1.5, 47*
(4) Cc1c(NC(=O)c2ccccc2F)c(=O)n(-c2ccccc2)n1C
 : -46, -6, 125, -0.2, 1, 1.1, 4, 0.1, -4
(5) CN1C(=O)SC(Nc2ccc(F)cc2)C1=O (configuration not stated)
 : 8, 11, 89, -0.5, 0.97, 1.1, -2, -0.2, 11
(6) O=C(NCc1ccccc1)N[C@@H](Cc1ccccc1)C(=O)O
 : -1, 13, 105, -1.8, 0.96, 1, 5, -0.6, -4
(7) CCCCOC(=O)NCN1C(=O)C2C3C=CC(C3)C2C1=O (configuration not stated)
 : -5, -7, 87, 0.0, 0.91, 1.1, 4, -0.9, 2
(8) O=C(Nc1ccccc1Cl)N1CCN(c2ccc3nnc(-c4ccccc4)n3n2)CC1
 : -19, 4, 84, 2.4, 1, 1.1, -1, -0.5, -37
(9) O=C(CC1NCCNC1=O)OCc1ccccc1 (configuration not stated)
 : -5, 5, 90, -2.1, 1, 1.1, 1, 0.3, 2
(10) O=C(NCc1ccccc1)c1cc(S(=O)(=O)N2CCOCC2)ccc1F
 : ., 4, ., -0.1, 1.1, 1.1, 2, ., 11
(11) COc1ccc(CN(C(=O)Cn2nnc3ccccc32)C(C(=O)NC(C)(C)C)c2ccco2)cc1 (configuration not stated)
 : -5, 2, 81, 0.7, 1, 1, -4, 0.7, -7
(12) CCN(CC)C(=O)CSc1nc(O)cc(=O)n1-c1ccccc1OC
 : -30, -4, 133, -2.1, 1.1, 1.2, 2, -1.5, 2
(13) Cc1cc(N2CCN(C)CC2)nc2ccc(NC(=O)CCC(=O)NCCC3=CCCCC3)cc12
 : -11, 5, 74, 0.9, 1.1, 3.8*, -24, 0.0, -10
(14) Cc1ccc(OS(=O)Nc2cccc3nccnc23)cc1 (configuration not stated)
 : -14, 16, 104, -1.3, 1.1, 1.1, 3, -1.5, -12
(15) Cc1cc(Nc2ccc(Cl)cc2)n2nnnc2n1
 : -19, 4, 104, -0.6, 1, 1.1, -13, 0.8, -10
(16) O=C(NCc1nnc(SCC(=O)N2CCC(Cc3ccccc3)CC2)o1)c1ccccc1F
 : 16, 4, 103, 0.1, 0.99, 1.1, 1, -0.9, -5
(17) COc1ccc(Cc2nnc(SCC(=O)c3ccc(OC)cc3)o2)cc1
 : 17, 6, 109, -0.5, 1.1, 1.1, 3, -0.3, 4
(18) CC1Cc2ccccc2N1C(=O)CSc1nnnn1Cc1ccccc1 (configuration not stated)
 : -6, 7, 67, -0.6, 0.99, 0.98, 0, -0.4, 2
(19) O=C(NCc1cccnc1)c1ccccc1Br
 : -21, -1, 104, -0.9, 1, 1, -2, -1.0, -7
(20) CC1CCCC(C)N1C(=O)c1cc(-c2ccc(Cl)c(Cl)c2)on1 (configuration not stated)
 : -29, -18, 92, 0.2, 0.99, 1.2, 1, -0.7, -8
(21) Cc1nc(SCC(=O)N2CCN(C(=O)c3ccco3)CC2)c2c(C)c(C)sc2n1
 : 2, 10, 87, -0.6, 0.99, 1.1, -3, 1.0, -24
(22) CCCNC(=O)Cc1cc(=O)[nH]c(=O)[nH]1
 : -40, 6, 91, 0.3, 1, 1.1, 0, -1.0, -9
(23) COc1cc(C(Nc2ccc3c(c2)OCO3)C(=O)NC2CCCCC2)cc(OC)c1OC (configuration not stated)
 : 19, 13, 89, 0.7, 1, 1.1, 1, 0.8, 8
(24) CCc1nccn1S(=O)(=O)c1ccc(OC)c(OC)c1
 : 5, -2, 85, 0.7, 1, 1.1, 2, 0.1, 4
(25) CCOc1cc2c3c(c1)C1(OCCO1)C(=O)N3C(C)(C)CC2C (configuration not stated)
 : 3, 16, 84, -0.7, 1.1, 1.1, 11, -0.8, 4
(26) O=C(O)c1ccc2cccc(Cl)c2c1O
 : 16, 1, 66, -0.5, 1.1, 2.5*, -9, -0.7, 52*
(27) CCN(CC)S(=O)(=O)c1ccc(S(=O)(=O)Nc2ccc(C(=O)N3CCCC3)cc2)cc1
 : 13, 10, 96, -0.3, 1, 1, 7, -0.9, 2
(28) Cc1cc(NC(=O)c2ccc(N(C)S(=O)(=O)c3ccccc3)cc2)no1
 : 29, 1, 92, -0.7, 1, 1, -6, 0.1, 1
(29) CCC(Sc1nnc(-c2ccc(C)c(Cl)c2)n1CC)C(=O)Nc1nccs1 (configuration not stated)
 : 29, 2, 111, 0.6, 1, 1.1, 1, -1.6, 11
(30) O=C(Cn1ncc2c(=O)oc3ccccc3c21)N1CCc2ccccc2C1
 : 15, -3, 100, -0.1, 1, 1.1, -2, -1.2, 3

Shown in transposed form: 7 of the compounds above
#3 CC(=O)Nc1ccccc1OCC(=O)c1cc(C)n(Cc2cccs2)c1C
#4 Cc1c(NC(=O)c2ccccc2F)c(=O)n(-c2ccccc2)n1C
#5 CN1C(=O)SC(Nc2ccc(F)cc2)C1=O (configuration not stated)
#6 O=C(NCc1ccccc1)N[C@@H](Cc1ccccc1)C(=O)O
#7 CCCCOC(=O)NCN1C(=O)C2C3C=CC(C3)C2C1=O (configuration not stated)
#8 O=C(Nc1ccccc1Cl)N1CCN(c2ccc3nnc(-c4ccccc4)n3n2)CC1
#9 O=C(CC1NCCNC1=O)OCc1ccccc1 (configuration not stated)

assay / compound | 3 | 4 | 5 | 6 | 7 | 8 | 9
S1P1 ag pot | 110* | -46 | 8 | -1 | -5 | -19 | -5
5HT1E antag | 5 | -6 | 11 | 13 | -7 | 4 | 5
Her2 expr inh | 69 | 125 | 89 | 105 | 87 | 84 | 90
HTR1E agonist | 0.0 | -0.2 | -0.5 | -1.8 | 0.0 | 2.4 | -2.1
A340 absorber | 1 | 1 | 0.97 | 0.96 | 0.91 | 1 | 1
Autofluor 339 | 1 | 1.1 | 1.1 | 1 | 1.1 | 1.1 | 1.1
MMP-13 inhibitor | -2 | 4 | -2 | 5 | 4 | -1 | 1
S1P3 agonist | -1.5 | 0.1 | -0.2 | -0.6 | -0.9 | -0.5 | 0.3
5-HT1A blocker | 47* | -4 | 11 | -4 | 2 | -37 | 2

Other results.
The line under a structure holds: S1P1 ag pot, 5HT1E antag, Her2 expr inh, HTR1E agonist, A340 absorber, Autofluor 339, MMP-13 inhibitor, S1P3 agonist, 5-HT1A blocker
(31) O=C(O)CCNc1ccc2c(c1)OCCO2
 : -15, -5, 100, 0.7, 0.98, 1, -2, 1.3, 1
(32) CN(C(=O)Cn1c(=O)n(CCCCC(=O)NC2CCCC2)c(=O)c2ccccc21)C1CCCCC1
 : -9, 5, 84, -0.4, 1, 1, 4, -0.6, 4
(33) O=C(Nc1ccc(N2CCCCC2)c(Cl)c1)c1cccnc1
 : 40, 0, 96, 0.8, 1, 1, -3, 0.4, -9
(34) COc1ccccc1C1CC(=O)NC(SCC(=O)Nc2ccccc2)=C1C#N (configuration not stated)
 : 15, 3, 85, 0.0, 1, 1.1, -1, -1.2, -30
(35) CC(C)CC1NC(=O)N(CC(=O)N2CCN(S(=O)(=O)c3ccc(Cl)cc3)CC2)C1=O (configuration not stated)
 : -36, -6, 87, 0.0, 0.99, 1.1, 1, -1.1, 4
(36) C=C(C)Cn1c(SCC(=O)O)nnc1-c1ccc(C(C)(C)C)cc1
 : ., -6, 71, 0.0, 1, 1.1, -1, ., -2
(37) O=C(O)CN(Cc1ccco1)S(=O)(=O)c1ccccc1
 : -19, 1, 110, -1.1, 1, 1.1, -4, -0.5, -9
(38) O=C(Nc1cccc2cccnc12)c1cccnc1
 : ., 3, 90, -1.8, 1.1, 1.1, -1, -0.3, 4
(39) O=C(Nc1ccccc1F)C1CCCN(S(=O)(=O)c2cccc3cccnc23)C1 (configuration not stated)
 : -25, -6, 84, 0.3, 1.1, 1.1, 4, 0.9, -8
(40) N#C/C(=C1\CCCN1)c1nc2ccccc2c(=O)[nH]1
 : 15, -10, 76, -0.1, 1.1, 1.1, 6, -0.8, 6
(41) CN(C)c1ccc(-c2nnn(CC(=O)Nc3ccccc3N3CCOCC3)n2)cc1
 : -15, 20, 147, 0.0, 1, 1.3, 1, -1.1, -1
(42) CC1CN(Cc2ccc(C#N)cc2Cl)CC(C)O1 (configuration not stated)
 : -4, 4, 93, 0.6, 1, 1.2, 6, -0.3, -11
(43) COc1ccccc1N1CCN(C(=O)CSc2nc(C)c(Cc3ccccc3)c(=O)[nH]2)CC1
 : -15, -3, 90, 20*, 1, 1.1, -3, -0.2, 12
(44) c1c2c(cc3sc(N4CCCCC4)nc13)OCCO2
 : -14, 2, 74, 8.0, 0.97, 1, 1, 0.1, 10
(45) CC(C)(C)c1ccc(C(=O)/C=C2\NC(=O)CS2)cc1
 : 6, 1, 109, 0.5, 1.2, 1, 7, -1.6, -8

Reformatted with the structure last: entries from further up
entry	S1P1 ag pot	5HT1E antag	Her2 expr inh	HTR1E agonist	A340 absorber	Autofluor 339	MMP-13 inhibitor	S1P3 agonist	5-HT1A blocker	smiles
20	-29	-18	92	0.2	0.99	1.2	1	-0.7	-8	CC1CCCC(C)N1C(=O)c1cc(-c2ccc(Cl)c(Cl)c2)on1 (configuration not stated)
21	2	10	87	-0.6	0.99	1.1	-3	1.0	-24	Cc1nc(SCC(=O)N2CCN(C(=O)c3ccco3)CC2)c2c(C)c(C)sc2n1
